MOR-DOR inv ag = inverse agonists of human mu-delta opioid receptor heterodimerization. AID 504357. inhibition, % at 9.3 µM. 340,000 tested, 0.21% active. cell-based MOR-DOR heterodimer luminescence, inverse agonism. P35372+P41143; in the data active means inhibition above about 22%, passing the limit was not always enough;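 further: 0% = cells with DMSO and 100% = wells without cells with DMSO; values of inactives mirror those of a sister screen read the other way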
C-LANA FP = KSHV C-LANA DNA binding inhibition; AID 504423; 340,000 tested, 0.078% active; MBP-C-LANA/FAM-LBS DNA binding, fluorescence polarization; inhibition, % at 9 µM;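 active means highest replicate inhibition at or above 60% at 9 µM, even if other replicates fall short; inactive means all replicates below 60% inhibition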;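 further: 0% = neutral control wells and 100% = 4 µM acridine orange control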
V-ATPase pH = alters yeast V-ATPase proton transport. response, % at 10 µM. 350,000 tested, 0.37% active. AID 504577. S. cerevisiae, pHLuorin cytosolic pH fluorescence; in the data active means response mostly above about 7.3%, no sharp cut-off; inactive means mostly below about 5.4%; further: actives read high; inactives centre near 0; some compounds called inactive have numbers as strong as hits; reference of the scale not given here
Arr AP2 block = inhibitors of human beta-arrestin and AP2 interaction. FITC-arrestin peptide / GST-AP2 beads, flow cytometry; AP2 beta2 appendage carries R879A mutation. inhibition, % at 10 µM. 340,000 tested, 0.31% active;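 active means inhibition above a set limit, near 3 SD of compounds lacking own fluorescence, cut at about 54% in these data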;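 further: plate controls were DMSO wells for no effect and 5 µM unlabelled arrestin peptide for full effect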
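Material – AP2 appendage R879A on GSH beads · Buffer or medium – PBS with 0.05% Tween 20 and 0.1% BSA · Probe or stimulus – fluorescein-tagged arrestin peptide at 50 nM final · Incubation – compound with beads 12 min RT, then probe 1 h RT · Detection – high-throughput flow cytometry of beads, ex 488, em 535 nm · Evaluation – percent response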
Cardiac RTF inh = cardiac RTF calcium desensitization. inhibition, % at 7.15 µM. AID 493244. P19429+P45379. IANBD-labeled cardiac RTF, Ca2+ fluorescence. 340,000 tested, 0.12% active;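 active means inhibition above the mean inhibition of all tested compounds plus 3 SD, cut at about 17% in these data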;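 further: assay run at fixed EC70 calcium of 1.6 mM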
OPRM1-OPRD1 ag = agonists of human mu-delta opioid receptor heterodimerization; P35372+P41143; cells, OPRM1-OPRD1 heterodimerization, luminescence; activation, % at 9.3 µM; 340,000 tested, 0.3% active; in the data active means activation above about 18%;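 further: 0% = vehicle-treated cells and 100% = reference agonist; values of inactives mirror those of a sister screen read the other way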
Keap1 Nrf2 FP = Keap1-Nrf2 (human) interaction inhibition. Q14145. Keap1 Kelch-Nrf2 peptide fluorescence polarization, 1536-well. inhibition, % at 9.4 µM. 340,000 tested, 0.15% active. AID 504523; in the data active means inhibition above about 12%;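 further: human Keap1 Kelch domain with fluorescein labeled Nrf2 9mer peptide probe; 0% = neutral control wells and 100% = peptide positive control; higher means more block of Keap1 binding to Nrf2 peptide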
RTF Ca sens act = increases calcium sensitivity of human cardiac regulated thin filaments; 340,000 tested, 0.24% active; P19429+P45379; activation, % at 7.2 µM; IANBD-labeled TnC RTF fluorescence at EC20 calcium; 0% EC20 calcium, 100% full calcium;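 active means activation above the mean over all tested compounds plus 3 SD, cut at about 30% in these data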;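 further: rise in fluorescence read as greater calcium sensitivity of cardiac thin filaments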
Wnt act = activators of Wnt/beta-catenin signaling | Wnt/beta-catenin reporter cell assay, activator, plate reader | activation, % at 9.35 µM | 300,000 tested, 1.2% active; in the data active means activation above about 30%, passing the limit was not always enough;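 further: 0% = neutral control wells and 100% = positive control wells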
DSG3 Ab inh = human desmoglein-3 autoantibody binding inhibition. DSG3-coupled beads, scFv-anti-DSG3-GFP binding, flow cytometry; hits give low values. P32926. 310,000 tested, 0.48% active. binding (percent of control), % at 10 µM;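 active means binding more than 3 SD below its plate's average and above zero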;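 further: hits lower antibody fragment binding to DSG3; some compounds called inactive have numbers as strong as hits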
Target sequence (P32926 whole entry, looked up, the tested form may be a part): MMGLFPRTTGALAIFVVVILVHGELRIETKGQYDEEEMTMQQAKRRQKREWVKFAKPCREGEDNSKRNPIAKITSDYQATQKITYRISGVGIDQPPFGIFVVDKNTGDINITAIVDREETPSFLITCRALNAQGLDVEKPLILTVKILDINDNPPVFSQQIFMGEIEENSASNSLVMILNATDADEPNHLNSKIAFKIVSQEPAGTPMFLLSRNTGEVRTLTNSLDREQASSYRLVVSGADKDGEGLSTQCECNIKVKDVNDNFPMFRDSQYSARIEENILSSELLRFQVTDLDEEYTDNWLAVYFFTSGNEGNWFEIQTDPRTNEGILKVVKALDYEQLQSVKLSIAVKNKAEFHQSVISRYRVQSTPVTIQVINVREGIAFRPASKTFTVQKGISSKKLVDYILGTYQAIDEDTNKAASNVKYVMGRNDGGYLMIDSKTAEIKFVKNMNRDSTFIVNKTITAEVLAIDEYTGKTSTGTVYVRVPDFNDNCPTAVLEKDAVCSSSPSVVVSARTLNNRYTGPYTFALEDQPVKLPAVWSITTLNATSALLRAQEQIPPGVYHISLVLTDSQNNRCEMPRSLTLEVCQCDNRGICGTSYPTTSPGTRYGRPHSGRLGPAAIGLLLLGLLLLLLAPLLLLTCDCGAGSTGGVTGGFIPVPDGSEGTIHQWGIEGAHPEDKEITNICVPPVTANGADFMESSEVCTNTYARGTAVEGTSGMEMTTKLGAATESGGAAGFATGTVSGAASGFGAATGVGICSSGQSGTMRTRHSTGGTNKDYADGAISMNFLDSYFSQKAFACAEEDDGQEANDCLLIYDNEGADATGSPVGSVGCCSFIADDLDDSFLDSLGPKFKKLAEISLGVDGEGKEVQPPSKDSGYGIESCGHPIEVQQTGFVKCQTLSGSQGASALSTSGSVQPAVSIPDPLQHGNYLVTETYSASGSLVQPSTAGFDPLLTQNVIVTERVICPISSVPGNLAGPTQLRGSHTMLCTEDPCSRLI
* hit, by the source's call; nt = not tested or not shown; & = joins results of further samples.

| structure | MOR-DOR inv ag | C-LANA FP | V-ATPase pH | Arr AP2 block | Cardiac RTF inh | OPRM1-OPRD1 ag | Keap1 Nrf2 FP | RTF Ca sens act | Wnt act | DSG3 Ab inh |
| --- | --- | --- | --- | --- | --- | --- | --- | --- | --- | --- |
| Cc1ccc(S(=O)(=O)N(CC(=O)NCc2ccco2)Cc2ccc(F)cc2)cc1 | 10 | 0.3 | -4 | 4 | -6 | -1.9 | -2 | 2 | nt | 100 |
| CC(=O)Nc1ccc(C)c(NS(=O)(=O)c2cccc(C(F)(F)F)c2)c1 | 20 | -0.4 | 1 | -6 | 0 | -4.1 | -2 | -6 | 2 | 105 |
| CSc1ccccc1NC(=O)c1ccc(CN2CCOCC2)cc1 | nt | -1.1 | -2 | -8 | nt | nt | 5 | nt | 3 | nt |
| O=C(CSc1nc2ccccc2[nH]1)Nc1c(F)cccc1F | -7 | 0.8 | 3 | -2 | 3 | 1.2 | 1 | -3 | -6 | 115 |
| Nc1nnc(-c2cn(-c3ccccc3)nc2-c2ccc(Cl)cc2)o1 | -10 | 1.2 | 1 | -19 | 2 | 2.0 | 6 | 2 | 1 | nt |
| O=C(CN1CCOCC1)NC1CC2CCC1C2 (stereo not drawn) | -7 | -1.4 | -2 | 1 | 10 | 1.2 | -6 | 3 | nt | 110 |
| Cc1nc(Nc2ccc(F)cc2)[nH]c(=O)c1CCC(C)C | -33 | -1.7 | 0 | 0 | 0 | 6.3 | 3 | -1 | 14 | 100 |
| CC(/C=N/Nc1nc2ccccc2[nH]1)=C\c1ccccc1 | -14 | 0.0 | 0 | 107* | -4 | 3.0 | 4 | -4 | 53* | 108 |
| Cn1c(=O)[nH]c(Nc2ccccc2)c([N+](=O)[O-])c1=O | 9 | -0.7 | 2 | 3 | -8 | -1.6 | -3 | 3 | -1 | 99 |
| Cc1ccccc1NC(=O)C(C)Sc1nnc(-c2ccncc2)n1CC1CCCO1 (stereo not drawn) | 2 | 0.3 | -2 | 2 | -7 | -0.3 | -4 | 2 | -1 | nt |
| N#Cc1ccc(CN2CCN(C(=O)c3ccc(S(=O)(=O)N4CCCCCC4)cc3)CC2)cc1 | 10 | -0.5 | -1 | -6 | -17 | -2.6 | -1 | 2 | -2 | nt |
| Cc1ccc(C(=O)N/C(=C\c2ccccc2)C(=O)NCC2CCCO2)cc1 (stereo not drawn) | 15 | -0.1 | 0 | 5 | 14 | -3.4 | -5 | 4 | 0 | 98 |
| COc1ccc(C(C)NC(=S)NC2CCCCC2)cc1OC (stereo not drawn) | -8 | -1.4 | -1 | 0 | 4 | 1.9 | 1 | -3 | -1 | 107 |
| Nc1c(C(=O)NCCN2CCOCC2)c2nc3ccccc3nc2n1-c1cccc(F)c1 | 5 | -3.0 | -3 | 10 | -7 | -0.8 | -2 | -1 | nt | 108 |
| O=S(=O)(Nc1cccc(CCc2ccccn2)c1)c1ccc(Cl)cc1 | -26 | -1.5 | 3 | 2 | 0 | 5.0 | 2 | -4 | 0 | 112 |
| O=C(Nc1c2c(nn1-c1cccc(Cl)c1)CS(=O)(=O)C2)C1CC1 | 15 | 1.6 | -2 | -17 | 1 | -4.7 | 0 | 1 | 1 | 110 |
| CCCCN(CCCC)CCNC(=O)c1cn(CC)c2ccc(S(=O)(=O)N3CCCC3)cc2c1=O | 27 | 1.5 | 5 | -8 | 0 | -5.1 | -6 | -1 | -1 | 101 |
| O=C(Cc1ccccc1)NCc1ccc(F)cc1 | 13 | 0.4 | 1 | -1 | -6 | -2.2 | -5 | 1 | nt | 99 |
| CC(=O)N1C(C(=O)O)Cc2c([nH]c3ccccc23)C1(C)C (stereo not drawn) | 15 | -0.8 | 4 | 13 | -6 | -3.4 | -5 | -1 | 2 | 105 |
| O=C(Nc1nc2ccccc2[nH]1)C1CC1 | 13 | -0.2 | -2 | 5 | -27 | -2.6 | -4 | -1 | 4 | 102 |
| CC(=O)C1=C(O)C(=O)N(Cc2ccco2)C1c1ccccc1F (stereo not drawn) | 14 | 1.4 | 1 | -3 | 0 | -2.7 | 4 | 2 | -1 | 99 |
| N=c1c(C(=O)NCC2CCCO2)cc2c(=O)n3ccccc3nc2n1C1CCCCC1 (stereo not drawn) | -1 | 4.8 | -61 | 3 | -5 | 0.2 | -2 | 0 | 1 | 108 |
| COc1ccc(CN(C)CC(=O)Nc2cc3oc4ccccc4c3cc2OC)c(OC)c1 | -3 | 2.1 | 5 | 6 | -18 | 0.5 | 0 | -5 | -13 | 143 |
| O=C1C(=O)N(CCN2CCOCC2)C(c2ccccc2)/C1=C(\O)c1ccc2c(c1)OCCO2 (stereo not drawn) | 4 | 0.4 | 3 | -11 | -6 | -0.8 | -8 | -6 | 1 | nt |
| CN1CCN(c2nc3c(c(=O)[nH]c(=O)n3C)n2Cc2ccccc2F)CC1 | 4 | 2.2 | -1 | -8 | -11 | -0.7 | 3 | 4 | nt | 120 |
| CN(C)c1ccc(/C=C2/C[N+](C)(C)C/C(=C/c3ccc(N(C)C)cc3)C2=O)cc1 | 34 | -11 | 6 | 5 | -4 | -7.7 | -49 | -1 | 2 | 130 |
| CCN(CC)c1ccc(SS(=O)(=O)O)cc1 | -3&20 | -0.5&1.0 | 3&5 | 1&-4 | -13&-12 | 0.6&-3.8 | -5&-4 | -3&2 | nt | 106&93 |
| COc1ccccc1CCNC(=O)c1ccc(OC)c(OC2CCN(C(C)C)CC2)c1 | 3 | 4.0 | -2 | 9 | -5 | -0.6 | -4 | 2 | 0 | 115 |
| Cc1ccc(CNCC(O)(c2ccccc2)c2ccc(F)cc2)cc1 (stereo not drawn) | -37 | -0.6 | 3 | 3 | -4 | 7.5 | -4 | 0 | 2 | 107 |
| CC(C)c1nc(SCC(=O)Nc2ccc3c(c2)OCCO3)n[nH]1 | 14 | -1.3 | -1 | 12 | -2 | -3.1 | 1 | 3 | 0 | 110 |
| Cc1nc2c(C(=O)NCc3ccc4c(c3)OCO4)c[nH]n2c(=O)c1Cc1ccccc1F | -9 | -0.3 | -3 | 0 | 0 | 1.6 | 0 | 0 | 1 | 103 |
| COc1ccc(Br)cc1S(=O)(=O)N(CC(=O)N1CCN(C)CC1)c1ccccc1 | 8 | 0.3 | 1 | -12 | 5 | -1.2 | -4 | -8 | -5 | 104 |
| Cc1nn(CC(C)C)c(Cl)c1C(=O)N(c1ccc(Cl)cc1F)S(C)(=O)=O | -24 | -1.4 | 1 | 22 | -1 | 2.9 | -1 | -1 | -4 | 101 |
| CCC(C)(C)C(=O)Nc1cccc(Cl)c1C | 0 | 0.2 | 3 | -17 | 7 | -0.1 | 0 | -3 | 0 | 102 |
| Cc1ccc(NC(=O)/C(=C\c2cccnc2)NC(=O)c2ccccc2)cc1 | 16 | -0.9 | 2 | 19 | -2 | -3.2 | 2 | -2 | 2 | 111 |
| C/C(=N\Nc1nc2ccccc2[nH]1)c1ccc([N+](=O)[O-])cc1 | -49 | -0.3 | -3 | 37 | 1 | 9.5 | 0 | 2 | -3 | 88 |
| Cc1ccc(C(=O)NCC(=O)OCC(=O)Nc2ccc(Cl)cc2C(F)(F)F)cc1C | -16 | -1.4 | 4 | 1 | -7 | 2.6 | 3 | -6 | 1 | 101 |
| COc1ccc(NC(=S)NC(=O)/C=C/c2ccco2)cc1 | 2 | -0.1 | 1 | -9 | -5 | -0.3 | -7 | 0 | -1 | 100 |
| CCOC(=O)COc1ccc2c(c1)c(C(=O)OCC)c(C)n2CC | 15 | 1.2 | 5 | 18 | -2 | -3.1 | -4 | -1 | nt | 103 |
| COc1cc2c(cc1OC)C(Nn1cnnc1)=NC1(CCCC1)C2 | 6 | 0.2 | 2 | 42 | -5 | -1.3 | 1 | 5 | -1 | 97 |
| O=c1cccc2n1Cc1cc3ccccc3nc1-2 | -2 | -2.9 | 1 | 9 | -7 | 0.4 | -3 | 0 | 39* | 103 |
| O=C(CSc1ccc2nnc(-c3cccc(F)c3)n2n1)NCC1CCCO1 (stereo not drawn) | 7 | -0.5 | 2 | 4 | -10 | -1.3 | 1 | -5 | 0 | 106 |
| C=CCNC(=S)NNC(=O)c1ccc(Br)o1 | 12 | 0.8 | 1 | -12 | -12 | -2.2 | 2 | 3 | 2 | 120 |
| O=[N+]([O-])c1cccc(COc2ccccc2CN2CCCCC2)c1 | 14 | 0.1 | -4 | 10 | -4 | -3.0 | -4 | -2 | -1 | 96 |
| CCc1nc(SCC(=O)c2cccc([N+](=O)[O-])c2)n[nH]1 | -5 | 0.0 | 1 | 10 | -5 | 0.9 | -3 | -4 | nt | 106 |
| Cc1ccc(C(=O)OCC(=O)Nc2ncc(C(F)(F)F)cc2Cl)cc1NC(=O)c1ccco1 | 1 | -0.4 | 0 | -6 | -3 | -0.3 | -1 | 3 | -4 | 110 |
| c1ccc(-c2nnc(OCc3cccnc3)c3ccccc23)cc1 | 8 | -1.0 | -1 | 12 | 1 | -1.5 | -4 | -1 | 0 | 100 |
| COc1ccc(NC(=O)c2ccc(C)o2)c([N+](=O)[O-])c1 | -8 | -2.1 | 0 | 22 | 12 | 1.5 | 3 | 3 | 15 | 104 |
| N=C1S/C(=C\c2ccccc2)C(=O)N1c1ccc(F)cc1 | 3 | 1.7 | 0 | 0 | 11 | -0.4 | -5 | -2 | 3 | 89 |
| O=C(COc1cccc2cccnc12)N/N=C/c1ccc(O)cc1 | 6 | -1.3 | -3 | 16 | 10 | -1.2 | 2 | 1 | -2 | nt |

Structural class, the compounds so far with a Cl atom (seven)
| structure | MOR-DOR inv ag | C-LANA FP | V-ATPase pH | Arr AP2 block | Cardiac RTF inh | OPRM1-OPRD1 ag | Keap1 Nrf2 FP | RTF Ca sens act | Wnt act | DSG3 Ab inh |
| --- | --- | --- | --- | --- | --- | --- | --- | --- | --- | --- |
| Nc1nnc(-c2cn(-c3ccccc3)nc2-c2ccc(Cl)cc2)o1 | -10 | 1.2 | 1 | -19 | 2 | 2.0 | 6 | 2 | 1 | nt |
| O=S(=O)(Nc1cccc(CCc2ccccn2)c1)c1ccc(Cl)cc1 | -26 | -1.5 | 3 | 2 | 0 | 5.0 | 2 | -4 | 0 | 112 |
| O=C(Nc1c2c(nn1-c1cccc(Cl)c1)CS(=O)(=O)C2)C1CC1 | 15 | 1.6 | -2 | -17 | 1 | -4.7 | 0 | 1 | 1 | 110 |
| Cc1nn(CC(C)C)c(Cl)c1C(=O)N(c1ccc(Cl)cc1F)S(C)(=O)=O | -24 | -1.4 | 1 | 22 | -1 | 2.9 | -1 | -1 | -4 | 101 |
| CCC(C)(C)C(=O)Nc1cccc(Cl)c1C | 0 | 0.2 | 3 | -17 | 7 | -0.1 | 0 | -3 | 0 | 102 |
| Cc1ccc(C(=O)NCC(=O)OCC(=O)Nc2ccc(Cl)cc2C(F)(F)F)cc1C | -16 | -1.4 | 4 | 1 | -7 | 2.6 | 3 | -6 | 1 | 101 |
| Cc1ccc(C(=O)OCC(=O)Nc2ncc(C(F)(F)F)cc2Cl)cc1NC(=O)c1ccco1 | 1 | -0.4 | 0 | -6 | -3 | -0.3 | -1 | 3 | -4 | 110 |
